Compound activity: PubChem BioAssay, several laboratories
proKLK7 act = activates the human kallikrein-7 zymogen; 0.9% of 370,000 active; purified proKLK7, EDANS-DABCYL substrate fluorescence; 100% is mature enzyme control, 0% vehicle; activation, % at 7 µM;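 active means activation above the mean of all tested compounds plus 3 SD, computed per campaign excluding outliers beyond control limits, cut at about 13% in these data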
Target sequence (P49862 whole entry, looked up): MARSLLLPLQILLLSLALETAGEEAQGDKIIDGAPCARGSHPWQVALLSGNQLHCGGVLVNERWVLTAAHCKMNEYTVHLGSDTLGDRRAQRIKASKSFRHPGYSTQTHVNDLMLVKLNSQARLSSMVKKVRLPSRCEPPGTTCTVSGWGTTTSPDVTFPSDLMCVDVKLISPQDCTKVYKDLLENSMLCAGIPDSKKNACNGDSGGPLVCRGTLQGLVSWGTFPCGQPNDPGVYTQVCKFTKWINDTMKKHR
GC-B act = GC-B (human) receptor activation; P20594; HEK293-GC-B cells, CNP EC30, cGMP TR-FRET; 0% at EC30 CNP, 100% saturating CNP; activation, % at 10 µM; 0.11% of 370,000 active; AID 1920062;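 active means activation at 10 µM reaching about 35% in either raw or pattern-adjusted values, limit read from the data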
sPLA2-III inh = Blocks human group III sPLA2 activity; QFRET BODIPY PC-A2 liposome hydrolysis, fluorescence; AID 743126; 0.56% of 370,000 active; inhibition, % at 12.2 µM;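 active means inhibition above mean plus 3 SD of compounds lying within the high and low control bounds, cut at about 19% in these data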;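 further: 0% = median of test compound wells and 100% = no enzyme DMSO wells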
Target sequence (Q9NZ20 whole entry, looked up): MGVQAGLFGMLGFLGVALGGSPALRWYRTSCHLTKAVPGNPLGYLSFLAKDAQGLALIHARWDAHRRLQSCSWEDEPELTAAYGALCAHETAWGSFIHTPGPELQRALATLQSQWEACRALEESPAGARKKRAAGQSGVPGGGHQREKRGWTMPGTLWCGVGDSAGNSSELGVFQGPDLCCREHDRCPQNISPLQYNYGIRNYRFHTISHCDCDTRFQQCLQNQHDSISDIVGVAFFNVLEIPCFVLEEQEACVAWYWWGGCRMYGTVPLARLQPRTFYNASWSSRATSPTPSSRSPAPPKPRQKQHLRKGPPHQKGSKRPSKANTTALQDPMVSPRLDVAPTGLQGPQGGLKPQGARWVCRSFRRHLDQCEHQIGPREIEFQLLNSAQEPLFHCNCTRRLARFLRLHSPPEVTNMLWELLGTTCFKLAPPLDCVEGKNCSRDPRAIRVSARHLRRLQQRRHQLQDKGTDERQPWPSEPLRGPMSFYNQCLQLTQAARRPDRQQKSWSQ
SMARCA2 act = SMARCA2 function activation, primary screen. MG213 cells, MMTV-luciferase reporter, dexamethasone, overnight. activation, % at 9.1 µM. 1% of 370,000 active. AID 652017; in the data active means activation above about 7.8%;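 further: 0% = vehicle wells and 100% = reference activator wells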
hgDAF12 agonist = agonists of H. glycines DAF-12 nuclear receptor; AID 687014; activation, % at 6.8 µM; 1.8% of 370,000 active; HEK293 GAL4-hgDAF12 UAS-luciferase reporter, agonist luminescence; normalized to butyrate control;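 active means activation above a cutoff set at the mean of all screened compounds plus 3 SD, cut at about 10% in these data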;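 further: 0% = DMSO wells and 100% = sodium butyrate wells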
hcDAF12 agonist = activates DAF-12 receptor from parasite H. contortus | activation, % at 6.8 µM | 1.4% of 370,000 active | HEK293 hcDAF-12 lit1-tk-luc reporter, luminescence; 0% DMSO, 100% Δ7-dafachronic acid;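 active means activation above the mean of all tested compounds plus 3 SD, cut at about 5.5% in these data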;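 further: 100% = response to 3 µM Δ7-dafachronic acid high control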
GAA850 FXN act = activators of GAA850 frataxin (FXN) promoter. HEK293 lucGAA850 FXN promoter luciferase reporter, 24 h; percent of 10 µM SAHA response. activation, % at 6 µM. 0.56% of 360,000 active;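 active means activation above the average of all compounds screened plus 3 SD, cutoff fixed separately per campaign, cut at about 7.5% in these data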;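 further: 0% = DMSO wells and 100% = 10 µM SAHA wells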
DAX1 inh-1 = inhibits human nuclear receptor DAX1; P51843; HEK293 Gal4-DAX1 luciferase reporter, luminescence; inhibition, % at 6.75 µM; 0.99% of 340,000 active; AID 504766;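 active means inhibition above the mean over all tested compounds plus 3 SD, cut at about 4.2% in these data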;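 further: 0% = DAX1-transfected cells with DMSO and 100% = empty-vector control cells with DMSO; inhibition shows as a rise in luminescence from relieved DAX1 repression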
Target sequence (P51843 207-470 limits assumed): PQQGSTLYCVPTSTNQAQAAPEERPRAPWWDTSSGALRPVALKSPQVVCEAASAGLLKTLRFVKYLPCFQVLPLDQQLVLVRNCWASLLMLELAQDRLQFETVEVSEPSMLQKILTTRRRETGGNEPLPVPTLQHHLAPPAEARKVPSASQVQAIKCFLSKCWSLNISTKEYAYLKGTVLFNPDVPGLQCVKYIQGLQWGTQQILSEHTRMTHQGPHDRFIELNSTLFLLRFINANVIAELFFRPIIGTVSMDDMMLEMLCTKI
NPR1 activator = GC-A (human) enzyme activation. P16066. HEK293 GC-A cells, cGMP TR-FRET, EC30 ANP; 0% at EC30 ANP, 100% saturating ANP. activation, % at 10 µM. 0.14% of 370,000 active. AID 1671463; in the data active means activation above about 40%
DAX1 inh-2 = inhibitors of DAX1 repression of SF-1 activated StAR promoter; HEK293T StAR-luciferase reporter, SF-1/DAX-1 repression relief; inhibition, % at 6.8 µM; 1.1% of 370,000 active; AID 652010;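 active means inhibition above the mean over all tested compounds plus 3 SD, cut at about 3.6% in these data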;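 further: 0% = DAX-1 cells with DMSO and 100% = cells lacking DAX-1 with DMSO; higher inhibition means more luminescence from relief of DAX-1 repression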
ssDAF-12 act = activates DAF-12 receptor from parasite S. stercoralis | HEK293 ssDAF-12/GRIP1 lit1-tk-luc reporter, luminescence; % of 3 µM dafachronic acid response | activation, % at 6.8 µM | 1% of 370,000 active | AID 652126;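 active means activation above the mean over all tested compounds plus 3 SD, cut at about 0.9% in these data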;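 further: 0% = DMSO-only wells and 100% = 3 µM delta7-dafachronic acid wells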
Starred values were filed as active, the others as inactive; x = no result given.

Sample of the layout (2 entries):
mol	proKLK7 act	GC-B act	sPLA2-III inh	SMARCA2 act	hgDAF12 agonist	hcDAF12 agonist	GAA850 FXN act	DAX1 inh-1	NPR1 activator	DAX1 inh-2	ssDAF-12 act
CC1=NOC(=O)/C1=C\c1ccc(-c2ccc(Cl)cc2Cl)o1	-0.3	0	6	3	4.1	0.4	1.5	2.5	30	-0.3	-1.2
CCC(C)(C)c1ccc(OCC(=O)Nc2ccncc2)cc1	0.1	-2	-4	-4	0.0	-2.6	3.0	-0.2	-4	0.1	-0.8

All compounds of this part, previewed entries included:
mol	proKLK7 act	GC-B act	sPLA2-III inh	SMARCA2 act	hgDAF12 agonist	hcDAF12 agonist	GAA850 FXN act	DAX1 inh-1	NPR1 activator	DAX1 inh-2	ssDAF-12 act
CC1=NOC(=O)/C1=C\c1ccc(-c2ccc(Cl)cc2Cl)o1	-0.3	0	6	3	4.1	0.4	1.5	2.5	30	-0.3	-1.2
CCC(C)(C)c1ccc(OCC(=O)Nc2ccncc2)cc1	0.1	-2	-4	-4	0.0	-2.6	3.0	-0.2	-4	0.1	-0.8
O=C(c1ccc(Cl)cc1)c1oc2ccccc2c1CS(=O)c1ccccc1 (stereo unspecified)	0.1	0	3	-3	-0.2	-1.7	1.4	0.9	-6	-1.4	-1.8
CCN(CC)CCCn1c(C)cc2c(c1=O)C(c1cccc(Cl)c1)C(C#N)=C(N)O2 (stereo unspecified)	0.2	-6	2	2	0.7	-0.2	-3.3	0.0	3	0.9	-1.3
O=C(CSc1nc2ccc(Cl)cc2[nH]1)c1cccs1	0.5	-4	-29	3	4.5	5.3	7.4	1.0	-2	1.2	1.0*
CCOC(=O)C1CCCN(C(=O)c2ccc([N+](=O)[O-])cc2)C1 (stereo unspecified)	-0.6	-2	-1	0	0.1	0.3	2.6	0.6	0	-0.1	-1.0
CCCC(=O)Nc1ccccc1NC(=O)CN(C)S(=O)(=O)c1ccc(C)cc1	0.2	-5	1	-3	-1.8	-0.7	0.3	0.2	0	-1.0	-0.9
Cc1ccn2cc(CCNS(=O)(=O)c3ccc([N+](=O)[O-])cc3)nc2c1	-0.2	6	-1	-2	7.2	-1.1	2.1	-0.9	-4	-0.6	-1.0
Cc1ccc(S(=O)(=O)NC(=O)Nc2ccc(F)cc2)cc1	-0.6	2	-1	0	-0.5	0.5	-1.7	1.9	3	0.5	-0.8
CN(C)/C=C/C(=O)Oc1ccc(Cl)cc1Cl	-0.1	5	0	-3	0.6	-1.4	1.2	-0.4	5	0.4	-1.1
CCCN(CCC)C(=O)CC(c1ccc(F)cc1)c1ccco1 (stereo unspecified)	1.0	-12	-6	-1	1.1	-2.6	-2.1	0.7	-19	-0.8	-1.5
CC(=O)OCCn1c(C)[n+](CCOC(C)=O)c2cc(Cl)c(Cl)cc21	0.3	-1	3	-4	1.6	0.2	0.1	-0.4	5	0.2	-0.6
COC(=O)C1CN(C2CC2)CCS(=O)(=O)N1Cc1cn(Cc2ccc(OC)cc2)nn1 (stereo unspecified)	-0.1	4	5	-3	0.7	-0.6	x	x	1	0.1	0.2
CCOC(=O)NCc1cc(-c2nn(C)c(=O)c3ccccc23)ccc1C	-0.1	-6	0	-2	-3.1	-1.3	-0.8	-0.4	-2	-0.9	-1.3
Cc1nn(-c2cccc(Cl)c2)c2c1C(c1ccncc1)C(C#N)=C(N)O2 (stereo unspecified)	0.2	2	-7	0	-1.4	-1.6	-3.5	0.7	-1	-1.0	-0.9
CN(C)C(=O)CSc1n[nH]c(=O)n1CCc1ccccc1	-0.2	4	6	-3	2.7	-0.5	1.6	-1.0	2	-0.1	-1.0
COc1ccc(OC)c(/C=N/NC(=O)c2cc3c(OC)c(OC)ccc3[nH]2)c1	-1.1	8	-9	-3	0.5	0.0	-3.6	-1.4	10	-1.4	-1.6
CCOC(=O)[C@H]1[C@H]2COc3ccc(OC)cc3[C@@H]2N2C(=O)c3cc(OC)c(OC)cc3NC(=O)[C@@]12C	0.8	-1	-8	1	1.6	-1.6	-0.2	-0.1	0	0.5	-1.1
Cc1ccc(C(=O)Nc2ccccc2-c2ccccc2)cc1[N+](=O)[O-]	0.3	-6	-5	-1	-2.4	-0.6	1.5	-1.5	-2	-1.3	-2.3
CS(=O)(=O)Nc1cccc(C(=O)OCCCOc2ccc(F)cc2)c1	0.2	-4	-25	-1	0.0	-0.7	0.6	0.8	-1	0.2	-1.6
O=c1c2ccccc2cnn1-c1ccc(Cl)nn1	-0.6	3	3	6	7.0	-0.9	2.5	-1.2	0	-0.1	-1.2
Cc1ccc(C(=O)CCc2ccc(N)cc2)cc1	-0.7	1	3	3	4.5	0.6	2.2	0.0	2	-0.1	-0.5
Clc1ccc(Cl)c(Oc2ccc(Oc3nc(Cl)ccc3Cl)cc2)n1	0.9	-4	0	2	3.7	3.1	2.2	-0.7	-2	0.8	-1.3
O=c1[nH]cnc2c1c(-c1ccccc1)cn2-c1cccc(Cl)c1	0.0	-2	-6	-1	-1.9	-2.1	6.4	0.0	-6	-0.1	-1.5
N#CCCN(CCC#N)C(=O)C1c2ccccc2Oc2ccccc21	0.9	1	-66	-1	-0.2	-0.5	1.9	0.1	0	0.5	-0.7
Cc1ccccc1NC(=O)NCCc1ccc(Cl)cc1	0.6	-4	2	-1	5.3	0.2	1.4	0.1	1	0.2	0.3
CSCCC(NS(=O)(=O)c1ccccc1)C(=O)OC(C)C(=O)Nc1ccc(Cl)cn1 (stereo unspecified)	-0.3	3	3	-4	0.6	-1.5	0.8	-0.9	-7	0.2	-1.1
O=C(O)c1ccc(N2C(=O)c3cccc(Oc4ccc(Cl)cc4)c3C2=O)cc1	-0.2	3	-6	-3	2.5	-1.2	1.9	-0.2	6	0.0	-1.1
CCOC(=O)c1cccc(NC(=O)Cn2nc(C)n3cccc3c2=O)c1	-0.4	3	5	-3	1.6	-0.9	0.9	0.6	3	0.0	-1.6
COc1ccc(C(c2c(O)cc(C)oc2=O)c2c(O)cc(C)oc2=O)cc1	0.2	8	0	-1	-1.6	-1.4	3.0	-0.4	1	-0.5	-2.0
CCOC(=O)c1nc[nH]c1C	1.0	2	5	-4	2.6	-1.5	3.1	-1.0	3	0.1	-1.4
CCCC(c1nnnn1Cc1ccc(OC)cc1)N1CCN(c2ccccc2)CC1 (stereo unspecified)	0.7	-18	5	3	-1.0	-0.6	0.3	0.2	0	0.3	-1.0
COc1ccc(C(=O)NCC2(N3CCCCC3)CCCCC2)cc1S(=O)(=O)N(C)C	0.0	4	7	-3	-0.6	1.3	0.6	0.3	1	0.9	-1.5
CC(=O)Nc1ccc(S(=O)(=O)N2CCN(c3cc(C)nc4ncnn34)CC2)cc1	-0.3	2	7	-3	-0.6	0.5	0.3	0.4	-1	-0.5	-1.7
COc1ccc([C@@H]2[C@@H]3C(=O)N(C(C)(C)C)C(=O)[C@@H]3[C@]3(Cc4ccccc4)C(=O)N(c4ccc(OC)cc4)C(=O)N23)cc1	0.0	-3	-7	0	-3.0	1.7	0.3	1.5	1	0.3	-0.8
C=CCn1c(=O)c2ccccc2n2c(SCC(=O)c3ccccc3)nnc12	0.8	5	-13	3	0.0	-1.4	-1.0	0.8	0	-0.7	-0.9
COc1ccc(CCn2c(=N)c(C(=O)NC3CCCCC3)cc3c(=O)n4ccccc4nc32)cc1	-3.1	-4	-3	-2	5.4	-0.3	-1.1	3.8	3	-1.9	-1.5
S=C(NCc1ccco1)NC1CCCc2ccccc21 (stereo unspecified)	-0.6	-4	7	2	-1.2	-1.3	1.9	-0.1	1	-0.6	-1.5
Cc1ccnc(NS(=O)(=O)c2ccc(NC(=O)Cc3ccc(Br)cc3)cc2)n1	0.2	1	-9	-2	3.0	-0.8	1.2	1.6	-1	0.0	0.0
COc1cccc(C2=NOC(C(=O)Nc3cc(C)nn3-c3ccccc3)C2)c1OC (stereo unspecified)	0.4	0	1	-1	-2.6	0.9	-0.5	2.1	1	-0.2	-1.2
CCc1c(C(=O)Nc2cc(C(=O)OC)ccc2C)csc1C	0.5	-4	8	-4	-1.3	0.5	0.4	-0.1	4	-0.1	-0.7
COc1ccc(C(=O)COC(=O)[C@H](C)Nc2ccc(C(F)(F)F)cc2[N+](=O)[O-])c(OC)c1	0.1	-4	-3	1	-2.1	-0.1	-0.3	-0.4	1	0.2	-1.4
CC(C)c1c(C(=O)N/N=C/c2ccc3c(c2)OCO3)nnn1-c1nonc1N	-0.1	1	-4	-3	0.6	0.6	1.0	-0.3	0	0.3	-1.3
O=C(COC(=O)/C=C/c1ccc([N+](=O)[O-])cc1)NC1CCCCC1	0.7	-4	11	-3	1.1	-0.2	0.3	0.6	3	-0.6	-0.9
COc1ccc(C2C3=C(CC(C)(C)CC3=O)Oc3ncn4nc(-c5ccccc5)nc4c32)cc1 (stereo unspecified)	-0.1	-12	4	2	-1.8	-1.3	-1.4	-1.3	-6	0.0	-1.5
O=C(CSc1cnc2ccccc2n1)c1ccc(F)cc1	-0.2	7	-23	4	19*	9.2*	0.8	-2.5	1	5.4*	1.1*
COc1ccc(C(=O)NNC(=S)NC(=O)c2cccnc2)cc1	-0.5	4	2	-3	-0.3	0.4	1.6	-0.1	4	0.0	-1.1
O=C1CC(NS(=O)(=O)c2cccs2)CN1c1ccccc1 (stereo unspecified)	-0.1	3	7	-1	0.9	-1.8	-0.1	-1.4	-1	0.4	-1.3
CCCOc1ccc(NC(=O)CC2C(=O)N(C)C(=S)N2Cc2cccs2)cc1 (stereo unspecified)	0.6	-9	-53	1	0.8	-0.5	-4.1	-0.5	-2	-0.4	-1.2
COc1ccc(NC(=O)C2CSC3c4ccccc4C(=O)N23)cc1 (stereo unspecified)	0.5	-5	-2	-4	-5.1	-1.6	1.0	1.5	-6	0.0	-1.1

Further entries
mol	proKLK7 act	GC-B act	sPLA2-III inh	SMARCA2 act	hgDAF12 agonist	hcDAF12 agonist	GAA850 FXN act	DAX1 inh-1	NPR1 activator	DAX1 inh-2	ssDAF-12 act
CC12COC3(C(=O)Nc4ccccc4F)CC1CCC32C (stereo unspecified)	-0.4	-6	1	-3	-1.9	-0.5	1.3	0.6	0	-0.2	-1.9
CC(C)N1CCc2c(sc(NC(=O)Cc3ccccc3)c2C#N)C1	0.4	-2	-6	1	-1.7	0.9	0.7	-0.5	0	0.1	-0.6
CCOc1ccc(-n2nnnc2SCC(=O)NC2CCCC2)cc1	-0.6	1	4	-3	-1.0	-1.9	-0.8	1.6	0	-0.7	-1.1
O=C(NC1CCCCC1)C(c1ccncc1)N(Cc1ccc2c(c1)OCO2)C(=O)C(F)(F)F (stereo unspecified)	-0.5	-7	-6	-4	2.4	0.1	-0.2	1.6	-8	0.0	-1.3
CC(=O)n1cc([C@@H]2C=C(C(=O)N3CCN(C)CC3)O[C@H](OCc3ccc(CO)cc3)C2)c2ccccc21	-0.4	-3	-11	2	1.4	1.8	-0.4	0.8	-1	-0.7	-0.1
c1ccc(Oc2nnc(-c3cccs3)c3ccccc23)cc1	-0.7	6	-1	-4	1.5	1.0	2.3	-0.5	-3	0.7	-1.7

Rows were taken by chance; overall some 6.7% were active at least once.
